Screens (PubChem BioAssay)
KCNQ2 block: KCNQ2 potassium channel inhibitors, primary screen, cell-based, CHO-K1, FluxOR thallium flux, B-score (AID 2156); 20 min; stronger effect = lower value; Potassium voltage-gated channel subfamily KQT member 2 (Rattus norvegicus), O88943; hit rate 1.1% among 310,000; B-score at 10 µM;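 active = fluorescence ratio B-score at most minus 3 library SDs, with starting brightness B-score within 2 library SDs, cut at about -5.5 in these data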
Kir21 block: inhibitors of mouse Kir2.1 inward-rectifier potassium channel; Inward rectifier potassium channel 2 (Mus musculus), P35561; HEK293-Kir2.1, FluxOR thallium flux fluorescence; stronger effect = lower value; B-score at 10 µM; hit rate 0.85% among 310,000; AID 1672, 2009;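 active = fluorescence ratio B-score at or below minus 3 SD of library scores, with starting-brightness B-score within 2 SD, cut at about -4.2 in these data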;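 also: channel flux triggered by added potassium and thallium sulfate stimulus; B-score of peak minus minimum fluorescence over baseline after thallium stimulus; more negative B-score means stronger Kir2.1 block with less thallium influx; some compounds called inactive have numbers as strong as hits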
Target sequence (P35561 whole entry, looked up): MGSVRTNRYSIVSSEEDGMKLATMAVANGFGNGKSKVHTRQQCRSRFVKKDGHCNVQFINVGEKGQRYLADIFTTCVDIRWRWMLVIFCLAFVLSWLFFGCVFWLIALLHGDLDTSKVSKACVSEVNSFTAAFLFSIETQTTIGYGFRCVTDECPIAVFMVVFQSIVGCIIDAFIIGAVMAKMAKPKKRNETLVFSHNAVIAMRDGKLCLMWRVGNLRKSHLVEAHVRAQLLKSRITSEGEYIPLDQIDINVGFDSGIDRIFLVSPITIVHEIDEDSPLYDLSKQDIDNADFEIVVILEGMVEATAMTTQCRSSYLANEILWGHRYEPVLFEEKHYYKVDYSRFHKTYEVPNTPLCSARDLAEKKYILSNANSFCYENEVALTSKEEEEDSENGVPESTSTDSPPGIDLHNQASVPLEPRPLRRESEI
* = called active by the depositor; i = inactive.

The first 2 entries, ahead of the listing:
The line under a structure holds: KCNQ2 block, Kir21 block
> O=C(Nc1cc(C(F)(F)F)ccc1N1CCOCC1)c1cncc(Br)c1
 : i, 0.98
> CCN(CC)S(=O)(=O)c1ccc(N2CCCC2)c(NC(=O)c2ccccc2OC)c1
 : i, 0.65

The whole of this part, from the start:
The line under a structure holds: KCNQ2 block, Kir21 block
> O=C(Nc1cc(C(F)(F)F)ccc1N1CCOCC1)c1cncc(Br)c1
 : i, 0.98
> CCN(CC)S(=O)(=O)c1ccc(N2CCCC2)c(NC(=O)c2ccccc2OC)c1
 : i, 0.65
> CCCc1cc2c(=O)n(NC(=O)c3nn(C)cc3[N+](=O)[O-])c(C)nc2s1
 : i, 0.04
> COc1ccccc1NC(=O)C12CCC(C)(C(=O)C1)C2(C)C (stereo not drawn)
 : i, 1.5
> CC(=O)Nc1cccc(NC(=O)CSc2nc(=O)n(Cc3ccncc3)c3c2CCC3)c1
 : i, 1.6
> Cc1cc(C)n2nc(SCCOc3ccccc3F)nc2n1
 : i, -0.49
> Cc1occc1C(=O)NCc1ccccn1
 : i, 0.63
> Cc1cc(Br)cc2cn[nH]c12
 : i, -0.33
> O=C(c1cc(-c2ccccc2)on1)N1CCCCCC1
 : i, 0.34
> CCOC(=O)N/N=C/c1ccccc1F
 : i, 1.6
> N#C/C(=C\c1ccc(N2CCOCC2)cc1)c1ccccc1
 : i, 1.5
> O=C(COc1ccccc1Cl)NCCNC(=O)c1ccncc1
 : i, 0.4
> O=C(CCNS(=O)(=O)c1ccccc1)N1CCCCCC1
 : i, -0.53
> Cc1ccc(NC(=O)c2sc3nc[nH]c(=O)c3c2C)c(C)c1
 : i, 1.4
> CCOc1ccccc1NC(=O)C(OC(=O)c1ccc(N(C)C)cc1)c1ccccc1 (stereo not drawn)
 : i, -0.6
> CNC(=O)NC(=O)CSc1nc2cc(C(=O)OC)ccc2c(=O)n1-c1ccccc1
 : i, 0.6
> COc1ccc(CN2CCNC(=O)C2CC(=O)N(C)Cc2cc(C)no2)cc1OC (stereo not drawn)
 : i, -1.5
> CCn1c(SCC(=O)Nc2ccc(NC(=O)c3ccco3)cc2)nnc1-c1cccs1
 : i, 1.1
> O=[N+]([O-])c1ccccc1/C=N/N1CCN(Cc2ccccc2)CC1
 : i, -0.61
> CCCn1c(SCC(=O)Nc2ccc(S(=O)(=O)N(C)C)cc2)n[nH]c1=O
 : i, 0.78
> Cc1cc(C)c(C)c(S(=O)(=O)N2CCSCC2)c1C
 : i, -4.5*
> c1ccc2nc(N3CCCC3)c(N3CCCC3)nc2c1
 : i, 0.51
> O=C(NNC(=O)C1CCC(C(=O)NNC(=O)c2cccs2)CC1)c1cccs1 (stereo not drawn)
 : i, -0.05
> O=C(CSCc1nc2ccccc2[nH]1)Nc1ccc(Oc2ccccc2)cc1
 : i, 0.35
> CC(=O)N(CCCN(C)C)CCC(C)CCC=C(C)C (stereo not drawn)
 : i, -0.45
> c1coc(CNCC2OCCc3ccccc32)c1 (stereo not drawn)
 : i, -0.64
> COc1ccc(NC(=S)Nc2ccccc2C(F)(F)F)cc1
 : i, 1.3
> COn1c(SC2CCCCC2)nc2ccccc2c1=O
 : i, 1.2
> Cc1c(/C(Cc2ccccc2)=N/O)c2ccccc2n1C
 : i, -1.1
> CC1C(C)C(O)(c2ccccc2)CCN1C (stereo not drawn)
 : i, -0.65
> COc1cc(OC)c(NS(=O)(=O)c2cn(C)cn2)cc1Cl
 : i, 1
> O=C(C1=NOC(CNc2ncc(C(F)(F)F)cc2Cl)C1)N1CCOCC1 (stereo not drawn)
 : i, -1.2
> Cc1ccc(C)c(NC(=O)c2cc(-c3cc(C)c(C)cc3O)n[nH]2)c1
 : i, 0.99
> COc1ccccc1N(C)S(=O)(=O)c1ccc(C(=O)NCCc2ccc(F)cc2)cc1
 : i, 0.01
> CCc1nnc(NC(=O)CN2CCN(Cc3ccc(F)cc3)CC2)s1
 : i, -0.11
> Cn1c(SCC(=O)NC2CCCCCC2)nnc1-c1cccs1
 : i, -0.03
> CCOC(=O)CSc1n[nH]c(NC(=O)CC)n1
 : i, -2.2
> COC(=O)c1ccccc1NC(=O)c1cc(-c2ccc(C)cc2)on1
 : i, -1.3
> Cn1c(=O)c2c(ncn2CC(=O)OCC(=O)Nc2ccc(Cl)cc2Cl)n(C)c1=O
 : i, -0.82
> Cc1cccc(N2CCN(C(=O)c3ccc(CNc4c(N5CCC(C)CC5)c(=O)c4=O)cc3)CC2C)c1 (stereo not drawn)
 : i, 2.3
> CSc1ncc(CN2CCCCC2C(=O)Nc2ccc(Oc3ccccc3)nc2)cn1 (stereo not drawn)
 : i, -0.01
> CC(C(=O)NC1CCCC1)N(Cc1ccco1)C(=O)c1snc(C(=O)NC2CCCC2)c1N (stereo not drawn)
 : i, 2.2
> c1ccc(-c2cccc(-c3ccccc3)n2)cc1
 : i, -1.4
> Cc1nc(SCC(=O)NCCc2ccc(Cl)cc2)nc(C)c1C
 : i, -5*
> O=c1sc2ccccc2c(N2CCN(c3ccccc3)CC2)c1[N+](=O)[O-]
 : i, 0.04
> CCC(=O)Nc1c2c(nn1-c1ccccc1)CSC2
 : i, 0.53
> CC(=O)c1ccc(Oc2cnccn2)cc1
 : i, 0.2
> N#Cc1cnn(-c2nc(SCc3ccccc3)nc3sc4c(c23)CCCC4)c1N
 : i, 0.17
> O=C(Nc1cccc(Cl)c1)c1ccc(NCC2CCCO2)c([N+](=O)[O-])c1 (stereo not drawn)
 : i, -0.36
> COc1ccc(CCN2C(=O)NC(NS(=O)(=O)c3ccc(N)cc3)(C(F)(F)F)C2=O)cc1OC (stereo not drawn)
 : i, 0.44

(next part)
The line under a structure holds: KCNQ2 block, Kir21 block
> COc1ccccc1N(C)S(=O)(=O)c1ccc(Cl)c(C(=O)N2CCC2)c1
 : i, -0.09
> Cc1[nH]c2ccccc2c1C(=O)CN1C(=O)NC(C)(c2ccc(Cl)cc2Cl)C1=O (stereo not drawn)
 : i, 1.4
> COc1ccc(NC(=S)NCc2ccc3c(c2)OCO3)cc1
 : i, 0.19
> CCCCSc1nnc(CCCCCNC(=O)OC(C)(C)C)o1
 : i, -0.91
> Cc1cc(/C=N/NC(N)=S)c(C)n1-c1cccc(Cl)c1
 : i, 0.48
> O=C(CSc1nc(C(F)(F)F)cc(=O)[nH]1)N1CCCC1
 : i, -0.67
> N#CCc1nn2c(-c3ccccc3)ccnc2c1C#N
 : i, 0.63
> COc1ccc(C2c3cc(OC)c(OC)cc3CCN2C2CC(=O)N(c3ccccc3)C2=O)cc1OC (stereo not drawn)
 : i, -0.01
> CC(=O)C1=C(C)NC(=O)NC1c1ccccc1 (stereo not drawn)
 : i, -1.6
> COC(=O)C1(C(F)(F)F)N=C(C(F)(F)F)Nc2ccc(Cl)cc21 (stereo not drawn)
 : i, -0.49

Sorted by SMILES length (descending): part of the list above.
The line under a structure holds: KCNQ2 block, Kir21 block
> COc1ccccc1N(C)S(=O)(=O)c1ccc(Cl)c(C(=O)N2CCC2)c1
 : i, -0.09
> COC(=O)C1(C(F)(F)F)N=C(C(F)(F)F)Nc2ccc(Cl)cc21 (stereo not drawn)
 : i, -0.49
> Cc1cc(/C=N/NC(N)=S)c(C)n1-c1cccc(Cl)c1
 : i, 0.48

(list continues)
The line under a structure holds: KCNQ2 block, Kir21 block
> Cn1cnc2c1c(=O)n(Cc1cccc(F)c1)c(=O)n2C
 : i, -0.2
> O=C(Cc1cccs1)Nc1cccc(-c2nnc(-c3ccco3)o2)c1
 : i, 0.02
> O=C(NCC(c1cccnc1)N1CCOCC1)c1cccs1 (stereo not drawn)
 : i, -1.4
> Cn1c(SC/C=C/c2ccccc2)nnc1-c1ccco1
 : i, 0.07
> Cc1ccccc1Nc1nccc(N(C)C)c1C#N
 : i, -0.3
> Cc1ccc(NC(=O)c2cncc(Br)c2)cc1S(=O)(=O)N(C)C
 : i, -0.23
> COc1ccccc1C(=O)NNC1CC(=O)N(c2ccc3c(c2)OCCO3)C1=O (stereo not drawn)
 : i, 0.01
> COc1ccc(OC)c(CNC(=O)C2CCC(=O)N(CCCN3CCCC3=O)C2)c1 (stereo not drawn)
 : i, 1.3
> Cc1cc(C)n(-c2nc(Nc3ccccc3)nc(-n3nc(C)cc3C)n2)n1
 : i, 0.71
> CCn1ncc(C2=NOC(C(=O)Nc3c(C)nn(Cc4ccc(F)cc4)c3C)C2)c1C (stereo not drawn)
 : i, 0.21
> CCCCOc1ccc(C2C(C(=O)c3ccc(C)o3)=C(O)C(=O)N2Cc2ccco2)cc1 (stereo not drawn)
 : i, 0
> Cc1ccccc1C(=O)Nc1ccc2c(c1)nc(CCNC(=O)c1ccco1)n2C
 : i, -0.96
> COc1ccc(CNCc2cc3c(cc2[N+](=O)[O-])OCO3)cc1
 : i, 0.56
> Cc1nnc(NC(=O)CSc2ccc3nnc(-c4cccnc4)n3n2)s1
 : i, 0.97
> CCCCNC(=O)CC1N=C2c3ccccc3N=C(SCC(=O)Nc3ccccc3C)N2C1=O (stereo not drawn)
 : i, -0.78
> CC(C)Oc1cccc(C(=O)N/N=C/c2ccoc2)c1
 : i, -1.4
> CC(=O)Nc1ccc(NC(=O)CSc2nccn2Cc2ccccc2)cc1
 : i, -0.01
> CC(C)COC(=O)CNc1n[nH]c(=S)[nH]c1=O
 : i, 0.69
> CC12CCC(C(=O)NCc3cccnc3)(OC1=O)C2(C)C (stereo not drawn)
 : i, -1.7
> CSCCC(NS(=O)(=O)c1ccc(C)cc1)C(=O)N1CCCC1 (stereo not drawn)
 : i, 0.6
> CCOc1cc(C(=O)NCc2ccncc2)cc(OCC)c1OCC
 : i, -2.9
> CC(=O)Nc1ccc(S(=O)(=O)N2CCN=C2SCc2ccccc2C)cc1
 : i, -1.5
> COc1ccc(S(=O)(=O)N2CCN(CCC(=O)Nc3ccc(F)cc3)CC2)cc1
 : i, -0.97
> CCCOc1ccc(-c2csc3ncn(Cc4ccc(C(=O)O)cc4)c(=O)c23)cc1
 : i, 0
> CCOC(=O)N1CCN(C(c2cccnc2)c2ccc3cccnc3c2O)CC1 (stereo not drawn)
 : i, 0.42
> O=C(Cc1ccccc1)NCc1ccncc1
 : i, -0.53
> C#Cc1ccc([C@H]2C=C(C(=O)NCc3nc4ccccc4[nH]3)O[C@@H](OCC)[C@@H]2CCCO)cc1
 : i, 0.97
> COc1ccc(OC)c(S(=O)(=O)NC2CC2)c1
 : i, -0.23
> COc1ccc(OC)c(NC(=O)c2cc(-c3cc(Cl)ccc3O)n[nH]2)c1
 : i, -1.8
> CC(C)C(NC=C1C(=O)OC(C)(C)OC1=O)C(=O)O (stereo not drawn)
 : i, 0.34
> CC(=O)Nc1ccc(S(=O)(=O)NCCC(=O)NCC2COc3ccccc3O2)cc1 (stereo not drawn)
 : i, 0.08
> C=CCNC(=S)N/N=C/c1ccc(-c2ccc(Br)cc2)o1
 : i, 0.72
> COc1ccc(-n2c(=S)[nH]c3ncccc3c2=O)cc1
 : i, 2.2
> Cc1c(C(=O)N2CCCC2)sc(NC(=O)c2ccco2)c1C#N
 : i, 1
> O=C(NNC(=O)c1cccs1)c1cccc(F)c1
 : i, -1
> COC(=O)CCCCCCCCC(O)CN1CCCCC1 (stereo not drawn)
 : i, 0
> O=C1CC(c2ccccc2F)c2c(c3ccccc3[nH]c2=O)O1 (stereo not drawn)
 : i, 1.3
> O=C(CCC(=O)NNc1nc2ccccc2c2nc(-c3ccccc3)nn12)NCCCN1CCCC1=O
 : i, 1.9
> COCCCNC(=S)Nc1ccc(S(=O)(=O)Nc2cc(OC)nc(OC)n2)cc1
 : i, 0.99
> COC(=O)c1ccccc1CCC(C)=O
 : i, 0.16
> O[C@@H]([C@H](O)[C@H](O)CBr)[C@H](O)CBr
 : i, 0.07
> Cc1ccc(CNC(=O)CN2C(=O)COc3ccc(S(=O)(=O)N4CCC(C)CC4)cc32)o1
 : i, -1.3
> COc1cc(/C=C2\C(=N)N3N=C(S(C)(=O)=O)SC3=NC2=O)ccc1OC(=O)c1cccs1
 : i, -0.49
> CCOC(=O)c1cccc(N2C(=O)C3C(C2=O)C2C=CC3C23CC3)c1 (stereo not drawn)
 : i, 1.3
> Cc1ccc(NC(=S)NCCc2ccc(Cl)cc2)c(C)c1
 : i, -1.3
> Cc1cc(C)c2cc(CN(CCCO)S(=O)(=O)c3ccccc3F)c(=O)[nH]c2c1
 : i, -0.01
> Cn1c(=O)[nH]c(=O)c2c1nc(N1CCCCC1)n2CCOc1ccccc1
 : i, 0.95
> CC(OC(=O)c1ccccc1NCCO)C(=O)NCC(=O)Nc1ccc(F)c(F)c1F (stereo not drawn)
 : i, -0.58
> O=C(CC1C(=O)NC2CCCCC2N1C(=O)c1ccc([N+](=O)[O-])cc1)Nc1ccccc1 (stereo not drawn)
 : i, 0.01
> COc1ccc(S(=O)(=O)n2nc(OC(C)=O)cc2N)cc1
 : i, 0.19

Compound profiles (already shown).
Cc1cc(C)c2cc(CN(CCCO)S(=O)(=O)c3ccccc3F)c(=O)[nH]c2c1 is listed with KCNQ2 block: i; Kir21 block: -0.01
Cc1ccc(NC(=S)NCCc2ccc(Cl)cc2)c(C)c1 is listed with KCNQ2 block: i; Kir21 block: -1.3

(next part)
The line under a structure holds: KCNQ2 block, Kir21 block
> CC(=O)Nc1ccc(S(=O)(=O)Nc2ccc(Cl)nn2)cc1
 : i, -1.8
> COCCN(C(=O)COC(=O)CCS(=O)(=O)c1ccccc1)c1c(N)n(Cc2ccccc2)c(=O)[nH]c1=O
 : i, -1.9
> O=C(Cn1c(=O)cnc2ccccc21)N1CCN(S(=O)(=O)c2ccc(F)cc2)CC1
 : i, -1.4
> CC1CCCN(S(=O)(=O)c2cc3c4c(c2)C(C)C(=O)N4CCC3)C1 (stereo not drawn)
 : i, -0.09
> CCCCCCCC(=O)N/N=C/c1cccnc1
 : i, 0.83
> O=C(COC(=O)C1=COCCO1)Nc1cc(S(=O)(=O)N2CCCCC2)ccc1Cl
 : i, -0.03
> O=C(Nn1c(-c2ccc(F)cc2)nc2ccccc2c1=O)c1cccnc1
 : i, 0.23
